Bioassay records (PubChem)
TPT1 inh = blocks Candida albicans tRNA 2'-phosphotransferase; 300,000 tested, 0.81% active; inhibition, % at 5 µM; AID 1962; recombinant caTPT1, FP RNA substrate dephosphorylation;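 active = inhibition above the mean of all tested compounds plus 3 SD, set per screening campaign, cut at about 24% in these data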;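 note: plate controls were DMSO alone for no effect and ferristatin control at 100 nM for full effect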
CTSL1 counter = counter-screen for PFM18AAP inhibitors: inhibitors of F. hepatica cathepsin L1. AID 1906. recombinant F. hepatica cathepsin L1, Z-Leu-Arg-MCA fluorescence. inhibition, % at 5.96 µM. 300,000 tested, 0.49% active;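 active = inhibition above the mean of all tested compounds plus 3 SD, set per screening campaign, cut at about 17% in these data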;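 note: 0% = plate median of test compound wells and 100% = 1 µM Z-Phe-Ala-diazomethylketone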
PP1 inh = PP1-alpha (human) inhibition in PP5 counter-screen | inhibition, % at 6.7 µM | 320,000 tested, 0.9% active | purified PP1alpha, OMFP fluorescence;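 active = inhibition above the mean inhibition of all tested compounds plus 3 SD, computed separately for each screening campaign, cut at about 15% in these data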
Target sequence (P62136 whole entry, looked up): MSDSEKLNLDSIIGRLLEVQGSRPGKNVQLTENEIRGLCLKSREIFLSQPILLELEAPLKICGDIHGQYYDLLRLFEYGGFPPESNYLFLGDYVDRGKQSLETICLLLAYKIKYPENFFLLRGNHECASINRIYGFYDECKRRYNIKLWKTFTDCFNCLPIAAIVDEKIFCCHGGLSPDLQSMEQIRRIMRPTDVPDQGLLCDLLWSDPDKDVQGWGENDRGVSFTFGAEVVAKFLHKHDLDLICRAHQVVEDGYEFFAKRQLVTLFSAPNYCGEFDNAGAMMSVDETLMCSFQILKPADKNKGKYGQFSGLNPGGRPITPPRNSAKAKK
core dimer inh = blocks dimerization of HCV core protein; TR-FRET GST/Flag-core106 dimerization, 1536-well; inhibition, % at 5 µM; 300,000 tested, 0.33% active;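 active = inhibition above the mean of all tested compounds plus 3 SD, set per screening campaign, cut at about 45% in these data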
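System: GST-tagged and Flag-tagged HCV core protein residues 1-106 / Input: core106 proteins, GST 13.5 nM and Flag 17 nM / Buffer or medium: KF-containing HEPES buffer, pH 7.45, DTT, CHAPS, BSA / Probe or stimulus: Eu-anti-GST and XL665-anti-Flag labelled anti-tag antibodies / Schedule: 4 h, 22.5 °C incubation / Technique: TR-FRET 671 and 617 nm emission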
ZTA counter = ZTA (EBV) inhibition in EBNA-1 counter-screen; ZTA-DNA binding, fluorescence polarization; inhibition, % at 11 µM; 320,000 tested, 0.15% active; in the data active = inhibition above about 33%
Target sequence (P03206 whole entry, looked up): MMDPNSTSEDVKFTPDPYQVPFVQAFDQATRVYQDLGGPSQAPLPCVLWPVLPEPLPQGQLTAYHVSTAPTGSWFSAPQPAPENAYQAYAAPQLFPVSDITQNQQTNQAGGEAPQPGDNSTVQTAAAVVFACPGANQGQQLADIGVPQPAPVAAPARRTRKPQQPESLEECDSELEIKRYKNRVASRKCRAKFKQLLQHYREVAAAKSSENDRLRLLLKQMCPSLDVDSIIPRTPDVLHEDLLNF
Efflux pump mplx = inhibitors of Candida antifungal efflux pumps expressed in yeast | 330,000 tested, 0.44% active | S. cerevisiae Candida pump triplex, Nile Red efflux | AID 485275 | inhibition, % at 10 µM;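 active = plate passing quality check with inhibition over a set limit, or well fluorescence over plate mean plus 4 SD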;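 note: Nile Red retained in pooled yeast measured as flow cytometry median fluorescence; 0% = buffer negative control and 100% = Enniatin B positive control; higher means more Nile Red kept so more efflux inhibition; some compounds called inactive have numbers as strong as hits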
PREPL inh = human PREPL enzyme inhibition. recombinant PREPL, fluorescence polarization activity-based probe. inhibition, % at 5.96 µM. 320,000 tested, 0.68% active. AID 2751; in the data active = inhibition above about 43%;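 note: 0% = enzyme with DMSO and 100% = wells lacking enzyme; many of its hits are not listed in these tables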
EBNA-1 inhibitor = blocks EBNA-1 binding to DNA. 300,000 tested, 0.34% active. EBNA-1 DNA binding, fluorescence polarization. inhibition, % at 14.8 µM; in the data active = inhibition above about 28%
PP5 primary = inhibitors of human protein phosphatase 5 (PP5); purified PP5c, OMFP substrate fluorescence; inhibition, % at 6.7 µM; 320,000 tested, 0.18% active; AID 1987;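 active = inhibition above the campaign's mean inhibition across all tested compounds plus 3 SD, cut at about 9.5% in these data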;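 note: 0% = DMSO only and 100% = 100 µM cantharidin control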
Target sequence (P53041 whole entry, looked up): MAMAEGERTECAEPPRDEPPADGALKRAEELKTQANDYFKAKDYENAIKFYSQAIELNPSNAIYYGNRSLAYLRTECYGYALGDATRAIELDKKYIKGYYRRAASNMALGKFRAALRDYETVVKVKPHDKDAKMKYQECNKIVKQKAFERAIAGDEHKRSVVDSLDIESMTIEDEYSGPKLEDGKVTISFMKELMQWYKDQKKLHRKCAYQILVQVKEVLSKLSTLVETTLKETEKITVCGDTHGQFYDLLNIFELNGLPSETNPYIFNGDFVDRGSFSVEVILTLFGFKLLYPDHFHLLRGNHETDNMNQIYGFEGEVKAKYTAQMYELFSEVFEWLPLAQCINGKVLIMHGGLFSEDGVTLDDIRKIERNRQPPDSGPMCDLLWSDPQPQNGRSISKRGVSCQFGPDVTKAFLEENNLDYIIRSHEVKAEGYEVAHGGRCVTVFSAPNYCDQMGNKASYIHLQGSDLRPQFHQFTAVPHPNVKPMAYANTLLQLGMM
Active calls of the source: *; / = no result given. This is a subset; rates above refer to the full screens.

SMILES	TPT1 inh	CTSL1 counter	PP1 inh	core dimer inh	ZTA counter	Efflux pump mplx	PREPL inh	EBNA-1 inhibitor	PP5 primary
O=C(c1ccc2[nH]c(=O)c(=O)[nH]c2c1)N1CCN(c2ccccc2)CC1	-0.8	2.2	-4.4	5.5	17.9	-0.1	17.0	7.2	0.5
C=CCNCCCCOc1cccc(Br)c1	1.7	-0.3	0.1	-2.2	-6.4	0.1	-26.7	1.9	3.2
COc1ccc(-c2cc3ccccc3s2)cc1[C@H]1[C@H]2C=CC[C@@H](C)[C@@H]2C(=O)N1Cc1ccccc1	-3.7	-0.8	-1.6	-17.9	13.2	0.3	20.8	4.2	0.2
Cc1ccc(NCc2ccncc2)c(Br)c1	1.1	-0.2	1.4	-0.5	4.0	0.1	1.6	1.4	0.6
Cc1cc(C)n(-c2nc(N(c3ccccc3)c3ccccc3)nc(-n3nc(C)cc3C)n2)n1	1.0	0.3	13.7	10.2	1.5	0.7	-0.2	5.3	-1.0
CCC1CCCCN1C(=O)c1cc2c(=O)n3cccc(C)c3nc2s1 (centres undefined)	1.1	-2.3	-0.5	1.2	-11.2	1.7*	-8.4	-10.6	2.2
COc1ccc(NC(=O)COC(=O)CCCC2=NS(=O)(=O)c3ccccc3N2)cc1	-2.2	-4.7	-5.3	6.0	16.3	-0.4	-0.6	6.9	0.0
COc1ccc(S(=O)(=O)N2CCCC(C(=O)NCc3ccc4c(c3)OCO4)C2)cc1 (centres undefined)	1.1	-2.5	-1.1	-1.2	13.4	-0.1	-1.7	8.9	-1.7
Cc1cccc(C(=O)NCC(=O)NCC(c2ccco2)N2CCCCC2)c1 (centres undefined)	0.5	3.1	-5.4	-2.6	5.4	0.0	7.0	-7.0	-2.4
CCn1c(CSCc2ccc(F)cc2)nnc1SCC(=O)N1CCN(c2ccccc2)CC1	-0.3	-0.3	-3.2	13.6	10.3	-0.1	26.9	12.9	-1.3
COc1cccc(CN(CC2CCCO2)C(=O)c2cc3ccccc3oc2=O)c1 (centres undefined)	-2.7	2.3	-2.3	4.5	-8.5	0.0	5.2	-9.4	1.3
COc1ccc(C2C(C#N)C(C#N)N3CCCN23)cc1 (centres undefined)	2.7	-2.4	-2.1	-5.0	2.7	-0.1	-0.2	2.4	1.7
CCOC(=O)N1CCN(CC(=O)Nc2c(C(=O)OC)[nH]c3ccccc23)CC1	-0.5	-2.1	0.3	-1.2	-16.3	-0.1	6.7	6.3	0.8
CCN(CC)S(=O)(=O)c1ccc(NC(=O)CSc2cccc[n+]2[O-])cc1	-0.8	-5.1	1.6	1.3	-10.5	0.0	-1.9	1.9	0.9
C/C(=N\NC(=O)c1cc(-c2ccc(C)s2)[nH]n1)c1ccco1	-0.4	7.2	2.1	-14.3	-3.8	-0.1	14.4	-5.7	-0.9
CCCc1[nH]nc2c1C(Cc1ccccc1)C(C#N)=C(N)O2 (centres undefined)	-1.1	1.0	0.6	5.3	-11.2	0.0	-0.9	-1.8	3.9
CC1CCCCN1C(=S)NC(=O)c1cc(Br)ccc1Cl (centres undefined)	/	/	-5.4	/	2.6	0.2	-2.5	/	1.8
COc1cc(OC)cc(-c2nnc(SCC(=O)Nc3ccc(C(=O)O)cc3)s2)c1	-3.9	0.9	-1.9	3.3	2.6	0.1	3.2	-0.1	-0.7
COc1ccc(CNC(=O)CN2C(=O)NC(Cc3ccccc3)(c3ccccc3)C2=O)cc1OC (centres undefined)	/	/	-2.9	/	-15.1	0.1	1.9	/	-0.8
Clc1ccccc1CSc1nnc([C@@H]2CCCN2)o1	-1.9	6.4	-1.9	-2.1	5.3	0.0	-6.0	0.3	-1.5
CCOc1ccccc1NS(=O)(=O)c1cccc2nsnc12	12.4	-3.4	-1.4	0.2	-4.1	0.0	-13.4	-4.4	1.8
O=C(C1=C(O)C(=O)N(CCCn2ccnc2)C1c1cccc(Br)c1)c1ccco1 (centres undefined)	8.3	8.8	47.1*	10.2	-1.0	0.7	10.4	-8.9	-0.4
Cc1ccccc1NC(=O)CSc1nnc(-c2ccco2)n1N	2.3	-0.9	-1.0	-0.6	-13.2	0.3	-3.7	-6.3	1.8
O=C(COC(=O)c1ccccn1)Nc1nc(-c2ccccc2)cs1	-1.6	-6.9	0.9	-10.7	-27.3	0.0	-2.7	-5.7	3.3
O=C(CN(c1ccccc1)S(=O)(=O)c1ccccc1)N/N=C/c1ccco1	3.7	-0.3	1.0	4.0	1.7	0.1	-24.5	0.2	-0.3

Other structures.
SMILES	TPT1 inh	CTSL1 counter	PP1 inh	core dimer inh	ZTA counter	Efflux pump mplx	PREPL inh	EBNA-1 inhibitor	PP5 primary
CC(=O)Nc1ccc(S(=O)(=O)N2CCN(CCN3CCOCC3)CC2)cc1Cl	-3.1	7.3	-6.0	-4.5	-2.7	0.0	11.4	3.1	1.2
COc1ccccc1NCC(=O)N/N=C/c1cccnc1	-3.6	1.9	-3.8	-1.2	-1.0	-0.1	11.5	9.9	0.4
O=S(=O)(c1ccc(Br)s1)n1cccn1	1.0	-4.4	-3.2	-3.5	-12.6	0.0	14.5	-1.9	12.0*
COc1ccccc1C1(CC(=O)O)CCOC(C(C)C)C1 (centres undefined)	-8.3	-6.1	-2.4	-4.8	-16.3	-0.2	-6.4	-4.6	0.9
Cc1noc(C)c1S(=O)(=O)N1CCC(C(=O)Nc2ccc(OC(F)(F)F)cc2)CC1	-2.2	-2.9	3.3	0.9	-4.7	0.0	-0.6	9.6	-0.5
COCCn1c(SC(C(=O)Nc2cc(C)ccc2OC)c2ccccc2)nnc1-c1ccc(Cl)cc1 (centres undefined)	-1.4	-0.5	7.8	10.6	10.2	0.6	26.0	-0.7	5.9
O=C(CSc1nc2ccccc2c(=O)n1CCC(=O)N1CCN(c2ccccc2)CC1)NCC1CCCO1 (centres undefined)	-2.3	-2.8	0.4	3.0	11.0	0.2	16.3	3.7	2.8
Cc1c(C(=O)COC(C)(C)C)[nH]c2ccccc12	1.1	6.4	-4.5	6.9	8.4	0.3	6.8	-5.0	1.0
O=C(Cn1c(=O)n(Cc2ccco2)c(=O)c2c3c(sc21)CCCCC3)Nc1ccccc1	5.0	-1.9	7.6	56.2*	10.0	0.4	12.4	-8.4	5.5
CCCC(C)NC(=O)Cn1c(=O)c2c(ncn2CCC(C)C)n(Cc2ccccc2)c1=O (centres undefined)	-0.7	-3.8	4.3	-1.7	-6.8	0.0	-12.5	-8.8	4.3
CCOC(=O)n1c(=O)n(C)c2ccc(Br)cc21	-1.1	-2.4	-0.8	-1.1	-7.4	-0.1	4.6	-3.9	2.7
COc1cc(Cn2c(=O)oc3ccc(C)cc32)ccc1OC(C)C	-4.5	1.5	-1.5	-1.1	-19.0	-0.3	24.5	3.5	1.1
CN(c1cccc2cccnc12)S(=O)(=O)c1ccccc1	0.8	-1.3	-0.6	-5.3	-4.8	0.7	-2.2	-18.7	1.9
O=C(CNC(=O)C1COc2ccccc2O1)N/N=C\c1ccc(Cl)cc1 (centres undefined)	0.5	-0.5	-1.8	0.3	6.3	-0.1	-1.9	-2.2	3.3
CCC(=O)NNC(=S)NC(=O)c1ccc(C)cc1	-1.5	1.4	-1.6	1.3	11.9	-0.1	-1.3	8.3	0.7
CCOc1ccc(C(=O)N2CCCC(c3nc(-c4cccs4)no3)C2)cc1 (centres undefined)	-5.0	-2.3	0.8	0.4	-15.2	0.0	1.6	-8.5	-0.2
COC(=O)c1ccccc1NC(=O)C(CCS(C)(=O)=O)NC(C)=O (centres undefined)	1.3	0.5	1.7	5.2	-21.8	-0.1	1.4	-8.5	-10.8
Cc1cccc(NC(=O)CSc2nc3ccccc3o2)c1	-1.1	2.1	1.1	8.6	4.3	0.0	-14.5	2.5	3.9
COC(=O)CNC(=O)/C=C/c1ccc(OC)cc1	-0.3	0.6	2.4	-1.7	8.9	-0.1	-1.9	2.3	1.6
CCOC(=O)c1ccc(Nc2nc(-c3cccnc3)nc3ccccc23)cc1	15.5	-1.6	11.9	13.5	5.9	0.1	11.0	-5.0	1.4
Cc1ccc(NC(=O)Cn2cnc3c(=O)n(C)c(=O)n(C)c32)c(C)c1	-1.3	-0.3	2.7	-3.9	-6.1	0.0	0.4	4.6	2.6
N#C/C(=C\c1ccc2c(c1)OCCO2)C(=O)Nc1nccs1	3.7	1.8	-2.4	12.1	11.0	-0.1	1.9	4.8	-1.7
CCN(CC(=O)N1CCCCCC1)S(=O)(=O)c1ccc(Cl)cc1	2.3	-9.7	1.2	7.6	-0.3	-0.2	13.1	-2.0	1.9
O=C(O)c1sccc1Oc1ccc(NS(=O)(=O)c2ccccc2)cc1	-5.2	-0.2	-3.6	1.2	-12.9	0.1	-0.1	-8.7	1.0
COC(=O)c1ccc(CN2CCN(Cc3ccccc3)C(CCO)C2)cc1 (centres undefined)	-1.3	1.4	2.6	-0.5	-10.9	-0.2	0.7	-1.8	0.5

(list continues)
SMILES	TPT1 inh	CTSL1 counter	PP1 inh	core dimer inh	ZTA counter	Efflux pump mplx	PREPL inh	EBNA-1 inhibitor	PP5 primary
Cc1ccc(C)c(NC(=O)C(Sc2nc3ccc(C)cc3[nH]2)c2ccccc2)c1 (centres undefined)	-2.8	-1.7	2.5	-4.1	-29.0	-0.1	-12.5	-3.6	3.3
O=C(Cc1cccs1)N(c1ccc(F)cc1)C1(C(=O)NC2CCCCC2)CCCC1	2.1	-0.2	-0.2	8.0	-0.8	0.8	2.5	-9.4	1.3
O=S(=O)(Cc1ccc(Cl)cc1)N1CCN(Cc2ccccc2)CC1	1.8	5.2	-0.1	0.5	-5.0	-0.1	4.8	9.9	2.2
O=c1cc(-c2ccccc2)c2cc3c(cc2[nH]1)OCCO3	-1.0	-2.0	0.7	5.2	1.5	0.0	-1.9	-3.6	0.0
COc1ccc(OC)c(CCNC(=O)CCc2nnc3ccc(N4CCCCC4)nn23)c1	-4.3	-1.2	-1.3	-0.8	25.3	-0.3	6.8	-3.2	0.5
CC1(C)CC(=O)C([N+](=O)[O-])=C(NCCCC(=O)O)C1	-0.9	0.4	1.9	-8.1	-1.4	1.0	0.9	-7.5	2.8
CC(=O)NCCc1ccc(S(=O)(=O)N2CCN(c3nc(-c4ccccc4)c(C)s3)CC2)cc1	1.1	-0.1	0.1	2.9	13.5	-0.1	7.5	0.3	0.6
Cc1ccc([N+](=O)[O-])cc1-c1ccc2cccc(C)c2n1	-5.8	1.9	-0.7	-4.8	-15.7	0.0	-7.1	2.1	2.6
O=C(COC(=O)CN1C(=O)c2ccccc2C1=O)Nc1ccccc1[N+](=O)[O-]	/	/	1.5	/	-2.9	0.0	0.6	/	2.4
CN(Cc1ccco1)C(=O)c1cc2c(s1)-c1ccc(Cl)cc1S(=O)(=O)C2	-0.9	0.3	-2.3	3.7	9.9	0.1	20.8	6.9	1.1
COc1ccccc1N1CCN(S(=O)(=O)CCNC(=O)c2cccc(F)c2)CC1	-1.7	7.9	-1.6	-1.1	0.3	0.2	2.1	-1.1	1.1

5 compounds out of the list, arranged by number of heavy atoms, lowest first:
SMILES	TPT1 inh	CTSL1 counter	PP1 inh	core dimer inh	ZTA counter	Efflux pump mplx	PREPL inh	EBNA-1 inhibitor	PP5 primary
Cc1ccc([N+](=O)[O-])cc1-c1ccc2cccc(C)c2n1	-5.8	1.9	-0.7	-4.8	-15.7	0.0	-7.1	2.1	2.6
O=S(=O)(Cc1ccc(Cl)cc1)N1CCN(Cc2ccccc2)CC1	1.8	5.2	-0.1	0.5	-5.0	-0.1	4.8	9.9	2.2
Cc1ccc(C)c(NC(=O)C(Sc2nc3ccc(C)cc3[nH]2)c2ccccc2)c1 (centres undefined)	-2.8	-1.7	2.5	-4.1	-29.0	-0.1	-12.5	-3.6	3.3
COc1ccc(OC)c(CCNC(=O)CCc2nnc3ccc(N4CCCCC4)nn23)c1	-4.3	-1.2	-1.3	-0.8	25.3	-0.3	6.8	-3.2	0.5
CC(=O)NCCc1ccc(S(=O)(=O)N2CCN(c3nc(-c4ccccc4)c(C)s3)CC2)cc1	1.1	-0.1	0.1	2.9	13.5	-0.1	7.5	0.3	0.6
